AGP1-GFP MLPCN – alters AGP1-GFP fluorescence in TOR pathway yeast screen | S. cerevisiae AGP1-GFP multiplex flow cytometry, 3 h; GFP as percent of DMSO wells | GFP response vs DMSO, % at 10 µM | 320,000 compounds, 0.02% hits;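 active = GFP response relative to DMSO above a set limit, near screen average plus 3 SD, cut at about 150% in these data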;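 also: median GFP channel fluorescence of the gated AGP1 strain per well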
RPL19A TOR yeast – modulators of TOR pathway RPL19A-GFP in S. cerevisiae; S. cerevisiae RPL19A-GFP strain, flow cytometry, 3 h; active compounds read low; percent response vs DMSO, % at 10 µM; 330,000 compounds, 0.3% hits;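 active = percent response vs DMSO below 50%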;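 also: median channel GFP fluorescence of the barcoded RPL19A-GFP strain; ratio of sample median GFP to plate DMSO average so 100% = DMSO; lower means less RPL19A-GFP as with rapamycin TOR inhibition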
GRK2 inh – blocks RNA aptamer binding to human GRK2 | P25098 | bead flow cytometry, FAM-aptamer displacement from GRK2 | inhibition of aptamer binding, % at 10 µM | 330,000 compounds, 0.59% hits | AID 488847;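 active = inhibition of aptamer binding above 40%, roughly 3 SD of noise, on plates passing a quality check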;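 also: median bead fluorescence of bound FAM aptamer so fluorescent compounds give negative values; no value below 0 was filed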
Target sequence (P25098 whole entry, looked up): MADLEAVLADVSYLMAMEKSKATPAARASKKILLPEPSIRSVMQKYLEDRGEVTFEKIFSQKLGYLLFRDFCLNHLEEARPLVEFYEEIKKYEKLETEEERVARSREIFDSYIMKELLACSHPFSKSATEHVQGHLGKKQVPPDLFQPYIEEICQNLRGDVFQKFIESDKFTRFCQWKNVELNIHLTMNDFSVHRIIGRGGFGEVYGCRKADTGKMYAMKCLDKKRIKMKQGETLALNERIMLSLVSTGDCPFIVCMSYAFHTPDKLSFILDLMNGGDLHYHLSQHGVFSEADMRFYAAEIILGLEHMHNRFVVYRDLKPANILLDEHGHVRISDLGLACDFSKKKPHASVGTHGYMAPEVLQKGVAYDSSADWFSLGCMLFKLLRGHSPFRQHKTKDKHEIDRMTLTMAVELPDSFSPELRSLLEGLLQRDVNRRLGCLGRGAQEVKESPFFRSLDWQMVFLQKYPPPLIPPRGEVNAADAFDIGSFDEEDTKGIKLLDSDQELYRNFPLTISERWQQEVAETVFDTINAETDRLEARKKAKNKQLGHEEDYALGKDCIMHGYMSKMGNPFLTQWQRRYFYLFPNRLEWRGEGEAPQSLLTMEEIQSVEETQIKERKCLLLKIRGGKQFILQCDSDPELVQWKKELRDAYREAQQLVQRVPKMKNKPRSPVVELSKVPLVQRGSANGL
LAP4 TOR yeast – modulators of TOR pathway LAP4-GFP in S. cerevisiae. S. cerevisiae LAP4-GFP multiplex, flow cytometry GFP, 3 h; median GFP as percent of DMSO wells. GFP response vs DMSO, % at 10 µM. 320,000 compounds, 0.34% hits;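 active = GFP response vs DMSO above a set limit, about the screen mean plus 3 SD, cut at about 150% in these data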
VLA-4 inh – inhibition in a human VLA-4 binding assay. P13612. VLA-4 expressing cells, ligand binding flow cytometry. inhibition, % (about 7 µM as worked out from the volumes in the protocol). 330,000 compounds, 0.2% hits; in the data active = inhibition above about 50%
CIT2-GFP yeast – modulators of TOR pathway CIT2-GFP in S. cerevisiae | S. cerevisiae CIT2-GFP strain, flow cytometry, 3 h; 100 means same as DMSO wells | GFP response vs DMSO, % at 10 µM | 320,000 compounds, 0.065% hits;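 active = GFP response relative to DMSO above a set limit, near the screen mean plus 3 SD, cut at about 150% in these data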;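 also: ratio of well median GFP fluorescence to mean of DMSO wells on the plate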
JMJD2C inh – human JMJD2C demethylase inhibition | Q9H3R0 | GST-JMJD2C(1-420) H3K9me3 demethylation, DELFIA europium | inhibition, % at 2.35 µM | 330,000 compounds, 0.069% hits | AID 2099;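 active = more than half of a compound's replicate wells show inhibition beyond 50%, single wells judged on their own value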;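 also: signal counts dimethyl H3K9 product captured on neutravidin plate; 0% = median of DMSO wells and 100% = 0.3 times that DMSO median; strong numbers were not always called active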
Target sequence (Q9H3R0 1-420 limits assumed): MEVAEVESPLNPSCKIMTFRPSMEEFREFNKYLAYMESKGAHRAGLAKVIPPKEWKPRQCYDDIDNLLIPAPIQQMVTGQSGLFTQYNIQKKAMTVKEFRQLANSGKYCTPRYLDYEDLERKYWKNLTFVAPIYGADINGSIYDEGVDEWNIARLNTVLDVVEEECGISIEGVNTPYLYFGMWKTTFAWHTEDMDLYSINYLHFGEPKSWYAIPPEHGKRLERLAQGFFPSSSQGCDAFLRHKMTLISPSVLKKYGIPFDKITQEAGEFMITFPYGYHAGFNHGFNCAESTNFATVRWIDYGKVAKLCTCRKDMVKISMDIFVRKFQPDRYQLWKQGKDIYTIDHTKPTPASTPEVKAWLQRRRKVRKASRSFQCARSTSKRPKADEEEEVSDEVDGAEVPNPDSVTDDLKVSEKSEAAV
MEP2 TOR yeast – modulators of TOR pathway MEP2-GFP in S. cerevisiae; S. cerevisiae MEP2-GFP strain, flow cytometry GFP, 3 h; 100% = DMSO control level; GFP response vs DMSO, % at 10 µM; 330,000 compounds, 0.51% hits;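 active = GFP response versus DMSO above a set limit, roughly screen mean plus 3 SD, cut at about 180% in these data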;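 also: median GFP fluorescence of the barcode-gated MEP2-GFP cells per well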
Starred values were filed as active, the others as inactive; · = not tested or not shown. Rows are unselected, and some 1.7% of all compounds hit somewhere here.

SMILES	AGP1-GFP MLPCN	RPL19A TOR yeast	GRK2 inh	LAP4 TOR yeast	VLA-4 inh	CIT2-GFP yeast	JMJD2C inh	MEP2 TOR yeast
Cc1c(NC(=O)c2csc3c2CCCC3)c(=O)n(-c2ccccc2)n1C	97.3	102.8	3.0	97.7	-4.8	96.0	0.2	101.5
COc1ccc(CCN2C(=O)CC(Cc3ccccc3)C2=O)cc1OC (stereo not drawn)	91.7	95.2	3.0	101.7	-6.9	87.5	1.9	93.3
O=C(CCS(=O)(=O)c1ccc(F)cc1)Nc1nnc(-c2ccc(F)cc2)o1	105.5	104.0	23.0	103.7	27.6	112.7	-4.0	105.1
Cc1oc(-c2ccc(Cl)cc2)nc1CSCC(=O)NCCCN1CCOCC1	92.7	90.8	0.0	86.4	-11.0	83.1	-1.3	90.8
COC(=O)c1[nH]nc2c1C(=O)N(Cc1ccccc1)C2=O	101.8	99.6	0.0	102.4	10.3	104.0	-1.1	107.8
COC(=O)c1ccccc1NC(=O)c1cncc(Br)c1	94.7	96.2	0.0	105.1	-2.7	102.0	6.9	100.4
CC(C)[C@H](NC(=O)c1ccccc1)C(=O)Nc1ccc2c(c1)OCO2	98.9	96.6	0.0	102.7	-9.0	90.8	·	97.7
O=C(CNc1ccc(F)cc1)N/N=C/c1c(O)ccc2ccccc12	107.2	101.0	2.0	107.9	7.1	99.5	-13.2	102.4
Cc1csc(SCC(=O)NC(=O)C2CCCCC2)n1	101.2	97.7	0.0	109.7	1.8	95.5	25.4	91.2
CC(Oc1ccccc1)C(=O)N1CCc2ccccc2C1 (stereo not drawn)	102.3	104.0	1.0	92.1	14.7	102.0	3.1	102.9
CC1(C)CC(Nc2ccc(Nc3ccccc3)cc2)CC(C)(C)N1	96.5	105.1	0.0	95.8	4.7	94.8	-1.0	108.2
CC(C)NC(=O)Cn1c(SCC(=O)N2CCCCCC2)nc2ccccc21	94.5	94.9	0.0	89.7	·	95.2	-0.6	87.8
CCOC(=O)C1CCN(CC(=O)N2C(C)CCCC2C)CC1 (stereo not drawn)	99.8	97.7	3.0	97.2	0.0	103.6	-3.2	90.0
O=C(CSc1nc2cc(Cl)ccc2s1)N1CCCc2ccccc21	97.9	96.9	0.0	105.0	13.1	86.9	12.1	102.7
O=C(NCc1ccc(Cl)cc1)C1CCN(S(=O)(=O)c2cc([N+](=O)[O-])ccc2Cl)CC1	102.1	105.6	0.0	91.1	30.4	103.5	38.3	103.5
Cc1ccc([N+](=O)[O-])c(OCCn2cnc3ccccc32)c1	108.2	97.5	2.0	107.4	11.5	114.0	20.3	103.4
COc1cccc(COc2cc3ccccc3nc2C)c1	94.1	101.2	0.0	115.3	31.0	84.7	9.6	101.0
N#Cc1c(-c2ccccc2)nc(SCC(=O)Nc2ccccc2F)[nH]c1=O	108.0	103.4	2.0	107.3	-7.2	95.5	10.6	103.5
Clc1ccccc1-c1nn2c(COc3ccccc3)nnc2s1	97.8	98.4	0.0	116.4	-5.8	92.4	·	103.2
O=C(c1ccc(Cl)cc1Cl)N1CCc2ccccc21	84.9	88.2	0.0	82.9	-26.7	83.9	-10.5	72.2
Cn1cc(CCC(=O)NCc2ccc3c(c2)OCO3)c2ccccc21	101.1	94.7	0.0	95.4	4.9	92.0	1.3	94.4
COc1ccc(Cc2nnc(NC(=O)C3CC(=O)N(c4ccccc4C)C3)s2)cc1OC (stereo not drawn)	101.2	96.7	2.0	101.5	2.9	90.7	104.2	102.9
Cc1ccc(C(=O)N(C)CC(=O)Nc2ccc(N3CCOCC3)cc2)s1	99.7	101.9	0.0	103.9	3.4	101.2	-9.4	105.0
COc1cccc(-c2cc(C(=O)N3CCN(C(=O)c4ccco4)CC3)[nH]n2)c1	102.1	98.3	0.0	92.4	9.9	98.3	27.9	106.8
Cc1occc1C(=O)N/N=C/C1=C(N2CCOCC2)C(=C\c2ccc(Cl)cc2Cl)/CC1	111.0	115.3	0.0	100.0	6.3	110.5	-4.6	108.5
COc1ccc(OC)c(NC(=O)CSc2ccccc2)c1	93.7	97.2	2.0	105.9	5.9	92.8	5.9	102.3
Cn1c(CNC(=O)Nc2cccc(Cl)c2)nnc1SCc1ccccc1	103.4	97.3	0.0	97.0	-0.8	·	3.3	109.9
COc1cc(NC(=O)CN2CCN(c3ccccc3)CC2)c(C)cc1[N+](=O)[O-]	99.9	102.5	0.0	106.3	0.0	96.3	9.9	100.9
O=C(C1=C[C@H](c2ccc(C(F)(F)F)cc2)C[C@H](OCCCCO)O1)N1CCN(Cc2ccccc2)CC1	108.6	102.4	3.0	98.7	29.0	104.6	3.3	101.4
CCCSc1nc2sc3c(c2c(=O)[nH]1)CCN(Cc1ccccc1)C3	79.2	92.6	3.0	98.1	-127.3	102.4	-2.7	113.0
O=C(COC(=O)CCSc1ccccc1)Nc1ccccc1Br	98.7	98.6	0.0	104.4	30.2	98.0	1.4	105.7
COc1ccc(NC(=O)Cc2ccc(Cl)cc2Cl)cn1	93.7	98.9	4.0	101.4	0.8	95.9	-5.6	100.5
CCOC(=O)c1cnc2c(c(C)nn2C)c1Oc1ccccc1F	108.4	98.7	1.0	112.1	3.6	100.6	6.5	103.2
COc1ccc(/C=C2/C(=O)N=C3SCCN32)cc1	97.5	94.8	0.0	98.3	-5.3	97.6	13.5	103.6
Cc1ccc(S(=O)(=O)NC(=NC(Cc2ccccc2)C(=O)O)c2ccccc2)cc1 (stereo not drawn)	90.6	94.3	1.0	80.9	1.5	87.5	3.6	107.0
CC1(C)CC(Nc2ccc(C(F)(F)F)cc2[N+](=O)[O-])CC(C)(C)N1	102.6	101.1	0.0	97.0	-239.6	124.0	5.9	121.5
CCOC(=O)c1ccc(Nc2nc(C)cc(C)c2C#N)cc1	99.1	93.0	1.0	114.8	9.2	90.0	3.1	106.9
Cc1cnc(NC(=O)Cc2ccc(C)c(C)c2)s1	99.4	97.0	1.0	86.2	0.9	93.4	-19.5	106.3
COc1cc2c(cc1OC)C(c1ccccc1)N(C(=O)c1ccco1)CC2 (stereo not drawn)	113.6	110.2	2.0	103.9	-12.6	105.2	9.1	101.2
COc1ccccc1N1CCN(CC(=O)c2c(N)n(C)c(=O)n(C)c2=O)CC1	101.2	101.0	0.0	99.5	28.2	100.8	17.6	104.9
Cc1nc2cc(C(=O)O)ccc2n1C1CCCCC1	86.6	89.3	2.0	85.6	8.1	·	16.7	89.0
Cc1cc(-n2c(C)cc(C(=O)CCl)c2C)no1	117.0	105.8	3.0	93.4	14.8	125.2	0.9	111.4
CSc1nc(NCc2ccccc2)c2c3c(sc2n1)CN(C)CC3	98.2	101.5	0.0	93.5	-12.6	91.9	-7.5	103.4
O=C(O)CC1=C(Nc2ccccc2)C(=O)N(c2ccccc2)C1c1ccc(Br)cc1 (stereo not drawn)	125.2	108.9	2.0	112.6	-7.9	117.7	6.8	113.4
CC(=O)NC(=S)Nc1sc2c(c1C(N)=O)CCC(C)C2 (stereo not drawn)	97.5	100.3	2.0	97.0	-14.3	105.5	-2.5	107.2
O=C(NCCN1CCOCC1)c1ccc(Cl)cc1[N+](=O)[O-]	103.8	94.3	0.0	87.6	-5.9	98.6	4.5	100.0
Cc1ccc(C(=O)CSc2nnc(-c3ccccc3)o2)cc1	113.8	105.0	4.0	111.7	16.7	108.9	4.5	109.9
Cc1nn2c(=S)[nH]nc2[nH]c1=O	100.6	94.6	0.0	94.3	0.2	·	11.4	99.7
COc1ccc(C(C(=O)NC2CCCCC2)N2CCC3(CC2)OCCO3)cc1 (stereo not drawn)	95.4	101.6	0.0	97.6	0.7	101.8	·	102.6
CC1(C)CCc2cc(S(=O)(=O)N3CCN(S(=O)(=O)c4c(F)cccc4F)CC3)ccc2O1	96.5	94.1	0.0	95.7	3.6	90.5	·	96.3
CSc1ccc(S(=O)(=O)NCC(=O)OCC(=O)N(C)CC(=O)Nc2ccccc2Cl)cc1[N+](=O)[O-]	91.3	89.3	0.0	93.2	13.3	91.4	3.0	96.5
Cc1ccc(CNC(=O)CC2Nc3c4ccccc4nc(=S)n3C2=O)cc1 (stereo not drawn)	105.5	106.8	0.0	95.7	10.3	112.2	3.8	111.0
COc1ccc(S(=O)(=O)N2CCOCC2)cc1NC(=O)c1cccc2c(=O)c(C)c(-c3ccccc3)oc12	98.5	97.8	0.0	91.2	-4.7	99.8	-5.3	95.1
Cc1ccccc1C(=O)c1c[nH]c(C(=O)NCc2ccco2)c1	104.1	101.7	0.0	109.8	11.7	102.3	-1.5	101.9
Cc1ccc(NC(=O)CSc2n[nH]c(C)c2[N+](=O)[O-])cc1C	94.5	101.3	3.0	93.7	3.0	92.6	0.3	99.2
Clc1cccc(CN2CCN(c3nc4nonc4nc3NC3CC3)CC2)c1	105.7	106.1	0.0	98.0	2.8	103.4	2.2	105.6

Reformatted: results already given.
> O=C(NCCN1CCOCC1)c1ccc(Cl)cc1[N+](=O)[O-]
  AGP1-GFP MLPCN: 103.8	RPL19A TOR yeast: 94.3	GRK2 inh: 0.0	LAP4 TOR yeast: 87.6	VLA-4 inh: -5.9	CIT2-GFP yeast: 98.6	JMJD2C inh: 4.5	MEP2 TOR yeast: 100.0

> Cc1ccc(C(=O)CSc2nnc(-c3ccccc3)o2)cc1
  AGP1-GFP MLPCN: 113.8	RPL19A TOR yeast: 105.0	GRK2 inh: 4.0	LAP4 TOR yeast: 111.7	VLA-4 inh: 16.7	CIT2-GFP yeast: 108.9	JMJD2C inh: 4.5	MEP2 TOR yeast: 109.9

An excerpt of these results, with values under each structure.
Fields – AGP1-GFP MLPCN | RPL19A TOR yeast | GRK2 inh | LAP4 TOR yeast | VLA-4 inh | CIT2-GFP yeast | JMJD2C inh | MEP2 TOR yeast
Cc1nc2cc(C(=O)O)ccc2n1C1CCCCC1
    86.6 | 89.3 | 2.0 | 85.6 | 8.1 | · | 16.7 | 89.0
Cc1cc(-n2c(C)cc(C(=O)CCl)c2C)no1
    117.0 | 105.8 | 3.0 | 93.4 | 14.8 | 125.2 | 0.9 | 111.4
CSc1nc(NCc2ccccc2)c2c3c(sc2n1)CN(C)CC3
    98.2 | 101.5 | 0.0 | 93.5 | -12.6 | 91.9 | -7.5 | 103.4
O=C(O)CC1=C(Nc2ccccc2)C(=O)N(c2ccccc2)C1c1ccc(Br)cc1 (stereo not drawn)
    125.2 | 108.9 | 2.0 | 112.6 | -7.9 | 117.7 | 6.8 | 113.4
CC(=O)NC(=S)Nc1sc2c(c1C(N)=O)CCC(C)C2 (stereo not drawn)
    97.5 | 100.3 | 2.0 | 97.0 | -14.3 | 105.5 | -2.5 | 107.2
O=C(NCCN1CCOCC1)c1ccc(Cl)cc1[N+](=O)[O-]
    103.8 | 94.3 | 0.0 | 87.6 | -5.9 | 98.6 | 4.5 | 100.0
Cc1ccc(C(=O)CSc2nnc(-c3ccccc3)o2)cc1
    113.8 | 105.0 | 4.0 | 111.7 | 16.7 | 108.9 | 4.5 | 109.9
Cc1nn2c(=S)[nH]nc2[nH]c1=O
    100.6 | 94.6 | 0.0 | 94.3 | 0.2 | · | 11.4 | 99.7
COc1ccc(C(C(=O)NC2CCCCC2)N2CCC3(CC2)OCCO3)cc1 (stereo not drawn)
    95.4 | 101.6 | 0.0 | 97.6 | 0.7 | 101.8 | · | 102.6
CC1(C)CCc2cc(S(=O)(=O)N3CCN(S(=O)(=O)c4c(F)cccc4F)CC3)ccc2O1
    96.5 | 94.1 | 0.0 | 95.7 | 3.6 | 90.5 | · | 96.3
CSc1ccc(S(=O)(=O)NCC(=O)OCC(=O)N(C)CC(=O)Nc2ccccc2Cl)cc1[N+](=O)[O-]
    91.3 | 89.3 | 0.0 | 93.2 | 13.3 | 91.4 | 3.0 | 96.5
